KOR beta-arrestin-1 – KOR antagonists, beta-arrestin recruitment, cell-based, luminescence, uHTS (AID 1778); Kappa-type opioid receptor (Homo sapiens); KOR beta-arrestin recruitment, luminescence, antagonist mode; higher % means a stronger effect; inhibition, % at 10 µM, or IC50 in µM where a hit was titrated; 290,000 tested, 0.091% active; further: strong numbers were not always called active
HIV peptide binding – inhibitors of HIV fusion peptide binding, primary screen, biochemical, uHTS, fluorescence dequenching (AID 1986); inhibition, % at 20 µM; hits with a dose series show IC50 in µM; cell-free peptide binding, fluorescence dequenching, 30 min; higher % means a stronger effect; 290,000 tested, 0.3% active; in the data active means inhibition mostly above about 52%, no sharp cut-off; inactive means mostly below about 76%; further: some results filed as inactive read as strong as hits
KOR beta-arrestin-2 – KOR agonists, beta-arrestin recruitment, primary screen, cell-based, luminescence, uHTS (AID 1777). KOR beta-arrestin recruitment, luminescence; higher % means a stronger effect. 280,000 tested, 0.02% active. activation, % at 10 µM; hits with a dose series show EC50 in µM; in the data active means activation above about 50%, passing the limit was not always enough; further: a part of the inactive calls stands beside numbers as strong as those of hits
Rac1 GTP hydrolysis – MgcRacGAP GTPase-activating activity inhibitors, confirmation, biochemical, ADP Hunter fluorescence; Rac GTPase-activating protein 1 (Homo sapiens); MgcRacGAP-stimulated Rac1 GTP hydrolysis, ADP Hunter fluorescence; higher % means a stronger effect; GST-tagged Rac1 F28L mutant substrate; inhibition, % at 30 µM; hits with a dose series show IC50 in µM; 340,000 tested, 0.6% active; AID 624330, 2012;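 active means first-screen hits whose inhibition reached a set limit at any dose in the follow-up dose series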;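 further: fluorescence reports GDP produced by GAP-driven GTP hydrolysis; strong numbers were not always called active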
GPR55 LPI antagonism – GPR55 antagonists blocking LPI-driven arrestin recruitment, primary screen, imaging, U2OS, beta-arrestin-GFP, LPI agonist (AID 2013); U2OS GPR55 beta-arrestin-GFP translocation imaging, LPI antagonism; higher % means a stronger effect; inhibition, % at 10 µM, or IC50 in µM where a hit was titrated; 290,000 tested, 0.13% active;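 active means spots per cell inhibited over 60%, with over 100 cells counted and total cytoplasm intensity under 500,000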;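 further: U2OS cells stably carrying GPR55 and arrestin-GFP stimulated by 5 µM LPI near EC80; imaged beta-arrestin-GFP aggregate spots per cell after agonist stimulation; plate controls were LPI-stimulated DMSO wells for no effect and DMSO wells without LPI for full effect; some results filed as inactive read as strong as hits; confirmed hits need IC50 under 10 µM and bright autofluorescent wells are also inconclusive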
NOD2 inhibition – NOD2 signaling inhibitors, cell-based, luminescence, uHTS, HEK293 (AID 1566) | HEK293 NOD2/NF-kB luciferase reporter, luminescence; higher % means a stronger effect | inhibition, % at 4 µM, or EC50 in µM where a hit was titrated | 290,000 tested, 0.63% active; further: many of its hits are not listed in these tables
GPR55 beta-arrestin – GPR55 agonists via beta-arrestin recruitment, primary screen, imaging, U2OS cells, beta-arrestin-GFP redistribution (AID 1961); G-protein coupled receptor 55 (Homo sapiens); U2OS GPR55 beta-arrestin-GFP redistribution imaging; higher % means a stronger effect; one-dose activation, % at 10 µM; EC50 in µM for titrated hits; 290,000 tested, 0.048% active;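 active means activation above 40% with more than 50 cells counted in the well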;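 further: U2OS osteosarcoma cells stably expressing GPR55 and beta-arrestin-GFP; plate controls were DMSO negative control for no effect and LPI positive control for full effect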
NOD1 inhibition – NOD1 signaling inhibitors, primary screen, cell-based, luminescence, uHTS (AID 1578) | NOD1-driven NF-kB luciferase reporter cells, luminescence; higher % means a stronger effect | one-dose inhibition, % at 4 µM; EC50 in µM for titrated hits | 290,000 tested, 1% active; in the data active means inhibition mostly above about 36%, no sharp cut-off; inactive means mostly below about 34%;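 further: HEK-293T reporter cells stimulated with the NOD1 agonist gamma-tri-DAP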
SV40 large T antigen – SV40 large T antigen inhibitors, biochemical (AID 1903). SV40 large T antigen ATPase/helicase inhibition assay; higher % means a stronger effect. inhibition, % at 20 µM; hits with a dose series show IC50 in µM. 310,000 tested, 0.39% active; in the data active means a potency from the dose series; further: strong numbers were not always called active
Active calls of the source: *; nt = not tested or not shown; [ ] = remark or other dose. Unless noted, no stated cut-off is given here; in the data, active means inhibition above about 50%; inactive means the rest.

SMILES	KOR beta-arrestin-1	HIV peptide binding	KOR beta-arrestin-2	Rac1 GTP hydrolysis	GPR55 LPI antagonism	NOD2 inhibition	GPR55 beta-arrestin	NOD1 inhibition	SV40 large T antigen
COc1ccc(/C=N/NC(=O)C2COc3ccccc3O2)cc1OC (configuration not stated)	-7%[20 µM]	-0.8%	nt	-31%	11%	0%	0.2%	-31%	-1%
CCOc1cc(C=O)c(Br)cc1OC1CCCC1	21%	1.8%	0.8%	-1%	3%	12%	-0.1%	19%	21%
O=C(COC(=O)CNC(=O)c1cccs1)Nc1ccccc1C(F)(F)F	-17%	-1.5%	0.4%	8%	-22%	0%	-0.6%	-34%	22%
COc1ccc(NC(=O)Cn2cc(C#N)c3ccccc32)cc1	-6%	1.1%	-1.3%	-3%	8%	9%	-0.2%	-21%	11%
O=C(Cn1cnc2c(nnn2-c2ccc(F)cc2)c1=O)NCc1ccco1	-8%	5.2%	-3.2%	9%	-10%	-1%	-0.1%	-44%	8%
CN(C)S(=O)(=O)N1CCN(c2ccc([N+](=O)[O-])c(NC3CC3)c2)CC1	25%	-2.1%	-3.5%	3%	8%	15%	0.1%	-26%	4%
COc1ccc(-c2ocnc2C(=O)NCc2nn(-c3ccccc3)nc2C)cc1	-7%	0.2%	0.1%	12%	-5%	26%	-0.2%	22%	7%
NS(=O)(=O)c1ccc(CNC(=O)CCS(=O)(=O)Cc2ccccc2)cc1	-10%	0.4%	5.1%	3%	-8%	-5%	-0.2%	-2%	-2%
CN(Cc1ccccc1)S(=O)(=O)c1ccc2c(c1)n(C)c(=O)c(=O)n2C	0%	1.3%	0.3%	12%	5%	14%	-0.1%	10%	20%
O=S(=O)(c1ccc(Cl)cc1)N1CCN(S(=O)(=O)N2CCCCCC2)CC1	-11%[20 µM]	-0.1%	-2.6%	-5%	-4%	-1%	0.2%	-27%	-2%
CCCCC(=O)NC(Nc1nc(C2CC2)cs1)(C(=O)OCC)C(F)(F)F (configuration not stated)	1%	-2.7%	2.4%	5%	18%	5%	-0.1%	11%	-2%
CCOC(=O)C1CCN(C2CC(=O)N(c3ccc(OCC)cc3)C2=O)CC1 (configuration not stated)	14%	-0.5%	-5.9%	14%	2%	1%	-0.1%	-39%	1%
CC1(C)OC2C(O1)[C@@H](CO)O[C@H]2n1cnc2c(N)ncnc21 (some centres not stated)	16%	1.5%	-2.2%	6%	10%	0%	0.5%	1%	10%
CC(=O)c1cccc(NC(=O)NCCc2ccc(Cl)cc2)c1	15%	0.4%	-0.6%	1%	-5%	8%	-0.1%	-26%	11%
CCOc1ccc2[nH]c(C(=O)N/N=C/c3ccccc3OC)cc2c1	-23%	-0.8%	-4.9%	5%	-20%	-39%	-0.1%	5%	14%
N#CC1=C(N)Oc2c(O)cc3ccccc3c2C1c1ccsc1 (configuration not stated)	-4%	19%	-1.6%	21%	5%	-41%	0.1%	-3%	8%
CN(C)S(=O)(=O)c1ccc(NC(=O)c2ccc([N+](=O)[O-])cc2)cc1	5%	0.3%	2.3%	2%	1%	9%	0.0%	2%	nt
C=CCNC(=S)NNC(=O)c1cccn(Cc2ccc(Cl)cc2)c1=O	9%	-4.9%	0.9%	6%	14%	19%	1.1%	13%	4%
CCOC(=O)CCSc1nc(N2CCOCC2)c2c(c1C#N)CC(C)(C)OC2	-2%	1.3%	-3.1%	3%	-5%	1%	0.3%	-3%	7%
Cc1nn2c(NC(C)C)c3c(nc2c1-c1ccccc1)CCC3	11%	-1.5%	-0.4%	5%	83%	20%	0.2%	3%	6%
O=C(N/N=C\c1cccnc1)c1cc(-c2ccccc2)nc2c(Cl)cccc12	-28%	-0.7%	0.0%	8%	-14%	6%	-0.1%	-9%	5%
Cc1ccc2[nH]c(-c3ccccc3)c(CN3CCN(C)CC3)c(=O)c2c1	13%	0.1%	-3.2%	8%	-3%	5%	-0.1%	-6%	11%
N#Cc1c(Cl)cccc1Oc1ccc(S(=O)(=O)Nc2ccccc2)cc1	7%	-0.1%	1.3%	nt	32%	16%	0.9%	9%	1%
CCOC(=O)c1c(NC(=O)c2ccc(Br)o2)sc(C)c1CC	16%	-4.5%	-1.2%	10%	7%	16%	0.7%	-2%	7%
CCOc1ncccc1C(=O)OCc1ccccc1	nt	0.4%	4.9%	2%	-4%	20%	-0.4%	45%	8%
CCOc1ccc(OCC(=O)OCn2c(SC)nnc(C)c2=O)cc1	28%	-1.4%	-2.7%	4%	2%	12%	-0.2%	-13%	12%
COc1ccc(N2CCN(C(=O)CCNC(=O)c3ccccc3)CC2)cc1	-9%	1.0%	0.5%	24%	29%	12%	0.4%	-34%	25%
CC(C)(C)C(=O)N1CCC(O)(CS(=O)(=O)Cc2ccccc2)CC1	-1%	0.1%	-2.5%	2%	11%	5%	0.5%	-21%	2%
COc1ccc(CCN(C)c2ccc(S(=O)(=O)N3CCCC3)cc2[N+](=O)[O-])cc1OC	24%	0.7%	-4.3%	10%	6%	7%	-0.2%	10%	8%
COc1ccccc1CNC(=O)Cc1ccc(OC)c(OC)c1	16%	0.1%	-6.2%	6%	1%	-1%	-0.2%	-29%	4%
O=C(NCCc1c[nH]c2ccccc12)c1cc(S(=O)(=O)N2CCCCC2)ccc1N1CCOCC1	3%	-0.5%	-1.6%	14%	9%	1%	-0.3%	-14%	1%
CCn1c(=O)cc(C(=O)OC)sc1=Nc1ccc(F)c(F)c1	-8%	1.7%	-0.5%	1%	10%	-6%	0.3%	2%	1%
Cc1ccc(S(=O)(=O)N2C=CC(C(F)(F)F)=NCC2)cc1	11%	1.1%	4.1%	-5%	-1%	-3%	-0.1%	-3%	12%
CC(C)n1ncc(N2CCOCC2)c(Cl)c1=O	8%	-0.3%	1.4%	-2%	2%	5%	-0.2%	4%	3%
COc1ccc(-c2cccc(C(=O)N3CCOCC3)c2)cc1	-51%[20 µM]	-0.3%	-0.3%	4%	17%	-19%	0.5%	-16%	10%
COc1cc(NC(=O)C2CCCO2)c(C(=O)O)cc1OC (configuration not stated)	-38%	-0.2%	4.3%	0%	-3%	-2%	-0.1%	18%	14%
CN1CC[n+]2cnc3ccccc3c21	-45%	-1.4%	-2.0%	4%	2%	-23%	0.1%	-4%	8%
C=CCNc1nc(Cl)nc(NCc2ccco2)n1	-24%[20 µM]	4.7%	-5.7%	2%	13%	9%	-0.1%	-13%	8%
Cc1cc2cc(CCNS(C)(=O)=O)c(=O)[nH]c2cc1C	0%	1.3%	1.6%	6%	6%	4%	-0.1%	9%	25%
C[C@@H](N)C(=O)NC[C@H]1CC[C@H](C(=O)N[C@@H](Cc2ccccc2)C(=O)O)CC1	-18%	-1.0%	-3.8%	12%	-2%	11%	0.0%	6%	6%
C=C(CCC(=O)c1ccccc1)C(=O)c1ccccc1	13%	-0.6%	-5.4%	3%	26%	nt	1.1%	nt	6%
Cc1ccc(NC(=O)ON=C2CCCC2)cc1	20%	-3.3%	-3.3%	22%	10%	-84%	-0.2%	-38%	6%
O=C(NNC(=S)Nc1cccc(C(F)(F)F)c1)c1ccc(Cl)cc1Cl	-41%	26%	2.2%	8%	11%	2%	-0.2%	15%	20%
C/C(=N\Nc1ccc(F)cc1F)c1ccc(F)cc1	-10%	15%	0.4%	nt	6%	8%	-0.1%	-8%	-3%
OC(CN1CCCCC1)Cn1c2ccccc2c2cc(Br)ccc21 (configuration not stated)	-31%	0.2%	-5.9%	6%	-5%	16%	0.0%	6%	2%
CCOC(=O)Nc1ccc2c(c1)N(C(=O)CCN1CCN3CCCC3C1)c1ccccc1CC2 (configuration not stated)	-42%	1.7%	16%	9%	7%	9%	-0.1%	-21%	18%
CN(C)S(=O)(=O)n1cc(/C=C(\NC(=O)c2ccccc2Cl)C(=O)N2CCOCC2)c2ccccc21	-19%	1.2%	1.5%	5%	7%	19%	0.2%	-23%	10%
Cn1c(=O)c2c(nc(N3CCCCCC3)n2CC(=O)c2ccccc2)n(C)c1=O	0%	-0.3%	1.4%	7%	11%	14%	-0.3%	6%	12%
COc1ccc2nc(N3CCC(C)CC3)c(C#N)cc2c1	-20%	3.8%	-1.4%	9%	-13%	-20%	-0.3%	-32%	20%
Cc1nc(Oc2ccc(S(=O)(=O)N3CCOCC3)cc2Cl)c2c3c(sc2n1)CCCC3	-4%	0.0%	-0.7%	6%	34%	6%	0.5%	0%	7%

Structures listed so far with a furan ring, fused or not, in the order listed:
SMILES	KOR beta-arrestin-1	HIV peptide binding	KOR beta-arrestin-2	Rac1 GTP hydrolysis	GPR55 LPI antagonism	NOD2 inhibition	GPR55 beta-arrestin	NOD1 inhibition	SV40 large T antigen
O=C(Cn1cnc2c(nnn2-c2ccc(F)cc2)c1=O)NCc1ccco1	-8%	5.2%	-3.2%	9%	-10%	-1%	-0.1%	-44%	8%
CCOC(=O)c1c(NC(=O)c2ccc(Br)o2)sc(C)c1CC	16%	-4.5%	-1.2%	10%	7%	16%	0.7%	-2%	7%
C=CCNc1nc(Cl)nc(NCc2ccco2)n1	-24%[20 µM]	4.7%	-5.7%	2%	13%	9%	-0.1%	-13%	8%

Whole records from above.
Profile of `Cn1c(=O)c2c(nc(N3CCCCCC3)n2CC(=O)c2ccccc2)n(C)c1=O` = KOR beta-arrestin-1 = 0%; HIV peptide binding = -0.3%; KOR beta-arrestin-2 = 1.4%; Rac1 GTP hydrolysis = 7%; GPR55 LPI antagonism = 11%; NOD2 inhibition = 14%; GPR55 beta-arrestin = -0.3%; NOD1 inhibition = 6%; SV40 large T antigen = 12%
Profile of `O=C(NNC(=S)Nc1cccc(C(F)(F)F)c1)c1ccc(Cl)cc1Cl` = KOR beta-arrestin-1 = -41%; HIV peptide binding = 26%; KOR beta-arrestin-2 = 2.2%; Rac1 GTP hydrolysis = 8%; GPR55 LPI antagonism = 11%; NOD2 inhibition = 2%; GPR55 beta-arrestin = -0.2%; NOD1 inhibition = 15%; SV40 large T antigen = 20%

(more compounds)
SMILES	KOR beta-arrestin-1	HIV peptide binding	KOR beta-arrestin-2	Rac1 GTP hydrolysis	GPR55 LPI antagonism	NOD2 inhibition	GPR55 beta-arrestin	NOD1 inhibition	SV40 large T antigen
COc1ccc(/C=C/c2ccncc2)cc1OC	-2%	-3.7%	1.8%	11%	4%	6%	0.1%	20%	3%
Cc1nc2ccc(S(=O)(=O)N(C)CC(=O)N3CCc4ccccc4C3)cc2s1	6%	-1.7%	-1.7%	16%	4%	13%	-0.2%	-12%	25%
Cc1ccccc1Nc1nc(-c2sc(NC(=O)c3ccccc3)nc2C)cs1	-43%	-4.2%	0.6%	nt	3%	-15%	-0.1%	nt	18%
CN(C)S(=O)(=O)c1cccc(N=C2SCCN2Cc2ccccc2)c1	-14%	0.4%	5.3%	7%	-3%	12%	0.0%	-5%	10%
Cc1ccccc1NC(=O)c1cc(N)ccc1N1CCCCC1	-6%	-2.5%	-4.0%	26%	4%	-25%	-0.1%	-12%	19µM*

Bioassay records (PubChem)

Some of the compounds tested (hit frequency here may not be typical).
